# Bioassay records from PubChem BioAssay.
# Autophagy HCS: alters autophagy in cells; calls only at 10 µM (by protocol); 190,000 tested, 0.98% active; MEF GFP-LC3 puncta imaging; test concentration mostly 10 µM; AID 463193;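 active = percentage of spot-positive cells more than 3 SD above its plate mean, without a fluorescence outlier flag or 80% toxicity; inconclusive = no clear call, values can overlap the other calls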;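 also: spot-positive cell cutoff set from DMSO-treated cells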
# CSM14.1 death rescue: protection against thapsigargin-triggered cell killing – 384-well, CSM14.1, ATP luminescence, primary screen (AID 1222) | 190,000 tested, under 10 active | cellular ATP content (survival), % at 20 µM; hits with a dose series show EC50 in µM | CSM14.1 thapsigargin-induced death rescue, ATP luminescence; higher % means a stronger effect;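 active = EC50 below 50 µM in the dose-response confirmation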;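 also: death triggered by thapsigargin at about 15 µM added after 2 h compound pretreatment; cell ATP read after overnight thapsigargin exposure of roughly 18 to 22 hours; normalized against plate controls of thapsigargin alone and 5% DMSO vehicle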
# Insulin prom up: MIN6 insulin promoter up-regulation | MIN6 insulin promoter-GFP reporter, high-content imaging; stronger effect = higher value | z-score at 5 µM | 190,000 tested, 0.3% active | AID 1625;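 active = z-score above 3 at 5 µM with at least 500 cells counted in the well; inconclusive = wells under 500 cells, flagged as cytotoxic or low count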
# UTI89 phage lysis: inhibition of K1F phage lysis, E. coli UTI89, bacterial capsule biogenesis inhibitors, alamar blue (AID 488966); one-dose inhibition, % at 100 µM; IC50 in µM for titrated hits; E. coli UTI89 K1F phage lysis, alamar blue, 2 h; higher % means a stronger effect; 340,000 tested, 0.02% active;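 active = phage lysis inhibition, versus mean bacterial control, above a set limit; inconclusive = no clear call, values can overlap the other calls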;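 also: capsule biogenesis inhibitors block K1F phage lysis so surviving cells raise fluorescence; higher fluorescence means more inhibition of phage lysis; actives were called in the ten point dose series up to 300 µM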
# b-catenin transl: modulators of beta-catenin nuclear translocation. 190,000 tested, 0.3% active. HeLa beta-catenin nuclear translocation, immunofluorescence imaging. AID 1665. nuclear translocation activity, % at 5 µM;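 active = nuclear translocation activity above 50% at 5 µM, with a well cell count of 50 or more; inconclusive = wells under 50 cells across six images, flagged as toxic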;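 also: per-cell ratio of nuclear to cytoplasmic median beta-catenin stain intensity; plate controls were DMSO negative control for no effect and GSK-3 inhibitor IX positive control for full effect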
#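 Test system: human HeLa cells, endogenous beta-catenin. Times: 24 h compound exposure, 37°C. Measured by: beta-catenin immunofluorescence imaging with DAPI.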
# MT stabilize HCS: microtubule stabilization, imaging screen; % tubulin-high responders, % at 10 µM; 200,000 tested, 0.83% active; HeLa tubulin immunostaining HCS, 24 h; share of cells brighter than vehicle mean+2SD;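 active = plate Z-score above 3 for both tubulin-high and condensed-nucleus cell shares, with cell loss under 80%, at 10 µM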;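 also: anti alpha tubulin signal scored within the nucleus-defined area of each cell; some results filed as inactive read as strong as hits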
# M1AAP inhibition: P. falciparum M1AAP inhibitors, biochemical, fluorogenic H-Leu-NHMec substrate, 1536-well (AID 1445) | recombinant M1AAP, H-Leu-NHMec fluorogenic kinetic assay; higher % means a stronger effect | inhibition, % at 30 µM, or IC50 in µM where a hit was titrated | 220,000 tested, 0.42% active;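 active = primary inhibition above the hit cutoff, then over 50% inhibition at one or more dose response concentrations, cut at about 23% in these data, passing the limit was not always enough; inconclusive = conflicting primary data, or primary hits not chosen for dose response; inactive = low primary inhibition, or under 50% at every dose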;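 also: plate controls were DMSO full reaction for no effect and no enzyme background for full effect; strong numbers were not always called active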
# Dynein cargo inh: blocks dynein driven cargo transport along microtubules. z-score, hits read low. 3617.4 mouse cells, GR-EGFP nuclear translocation imaging; test concentration mostly 20 µM; stimulated with dexamethasone, 1 µM; stronger effect = lower value. 220,000 tested, 0.47% active;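 active = plate z-score of nuclear minus cytoplasmic receptor signal below a set negative limit, without overly bright fluorescence or cell loss, cut at about -3.5 in these data, passing the limit was not always enough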;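 also: z-score of nuclear minus cytoplasmic ring GR-EGFP intensity difference per well; some compounds called inactive have numbers as strong as hits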
#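 Buffer or medium: tetracycline-free induction medium containing charcoal-stripped FBS / Reagent: dexamethasone agonist, 1.0 µM final, for 30 min / Technique: automated 10x imaging of fixed Hoechst-stained cells / Times: induction 48 h, compound 1 h, agonist 30 min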
# M17LAP inhibition: P. falciparum M17LAP inhibitors, primary screen, biochemical, fluorogenic H-Leu-NHMec substrate, 1536-well (AID 1619); 220,000 tested, 0.38% active; recombinant M17LAP, H-Leu-NHMec fluorogenic kinetic assay; higher % means a stronger effect; one-dose inhibition, % at 30 µM; IC50 in µM for titrated hits;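 active = compound inhibiting the enzyme by more than half at any dose during confirmatory dose-response retesting; inconclusive = strong single-dose inhibitors picked by rank but not retested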;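 also: plate controls were full reaction with DMSO carrier for no effect and no enzyme background for full effect; strong numbers were not always called active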
# Dynein cargo inh cytoplasmic EGFP: further read-out of Dynein cargo inh, marked with its call; z-score; measured here: cytoplasmic GR-EGFP intensity; stronger effect = higher value
# Dynein cargo inh nuclear GR-EGFP: second read-out of Dynein cargo inh, no call of its own (marks repeat the call); z-score; measured here: nuclear GR-EGFP intensity;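 lower value marks the stronger effect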
# Dynein cargo inh cell count: second read-out of Dynein cargo inh, no call of its own (marks repeat the call); z-score; measured here: cell count per field
# Insulin prom up cell count: also measured in Insulin prom up; calls as there; cell count; measured here: cytotoxicity, nuclei count;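 total cells summed across four imaged fields per well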
# b-catenin transl cell count 5 µM: also measured in b-catenin transl; calls as there; cell count; measured here: cell count, cytotoxicity flag
# MT stabilize HCS Hoechst-high %: second read-out of MT stabilize HCS, no call of its own (marks repeat the call); % Hoechst-high responders; measured here: nuclear condensation Hoechst responders;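 share of cells brighter than vehicle mean plus two SD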
# MT stabilize HCS cytotoxicity %: recorded beside MT stabilize HCS, whose call it bears; toxicity, %; measured here: cytotoxicity by cell density;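 0% = mean cell density of plate MIN control wells and 100% = no cells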
# Autophagy HCS cell loss 18 h: also measured in Autophagy HCS; calls as there; toxicity, %; measured here: cell loss, nuclei count;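 cell loss after 18 h compound exposure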
# Starred values were filed as active, the others as inactive; i = inactive; ? = inconclusive; · = no result given; [ ] = another dose, or the depositor's remark.
SMILES,Autophagy HCS,Autophagy HCS cell loss 18 h,CSM14.1 death rescue,Insulin prom up,Insulin prom up cell count,UTI89 phage lysis,b-catenin transl,b-catenin transl cell count 5 µM,MT stabilize HCS,MT stabilize HCS Hoechst-high %,MT stabilize HCS cytotoxicity %,M1AAP inhibition,Dynein cargo inh,Dynein cargo inh cytoplasmic EGFP,Dynein cargo inh nuclear GR-EGFP,Dynein cargo inh cell count,M17LAP inhibition
O=c1nc(N/N=C/c2c[nH]c3ccccc23)cn[nH]1,·,·,·,0.21,1054,0.2%,-0.2,1263,·,·,·,7%,0.6,-0.25,1.4,-0.82,-1%
CC(OC(=O)c1cccs1)C(=O)NCC1CCCO1 (stereo unspecified),i,-2,-2.6%,0.86,1219,0.8%,·,·,3.1,2.7,16,-5%,0.21,-0.23,0.29,0.31,3%
Cc1onc(C(=O)N2CCOCC2)c1[N+](=O)[O-],i,33,-1.9%,-0.55,1354,0.0%,0.6,1145,2.8,2.2,1.4,-4%,2.4,-0.28,1.3,-1.1,8%
COCCn1c(SCC(=O)NCc2ccco2)nnc1C(C)C,i,1,0.7%,·,·,2.0%,3.2,1135,5.2,2.0,4.9,8%,1.4,-0.036,0.73,-1.1,5%
CN(C)C=NC(=O)/C(C#N)=C1\CCc2ccccc2N1,i,0,2.7%,0.5,1394,0.1%,-8.1,962,7.3,5.1,3.8,-10%,1.6,-0.14,0.96,-1.4,7%
O=C(COc1ccccc1)n1nc(-c2ccc(Cl)cc2)nc1NCc1ccco1,i,24,·,·,·,1.2%,·,·,15,8.5,0.8,11%,-0.14,-0.27,-0.053,-0.53,2%
Cc1[nH]c2ccccc2c1SCC(=O)N1CCCCCC1,i,-10,0.6%,-0.15,1588,0.3%,-4.3,1095,3.2,1.5,5.4,8%,0.95,-0.21,0.37,-0.53,6%
CS(=O)(=O)Oc1ccc(/C=N/NC(=O)c2ccncc2)cc1,i,-8,-0.4%,0.1,1325,1.8%[50 µM],-1.5,1024,4.8,3.3,5.6,2%,-0.3,-0.34,-0.25,0.61,-6%
CCN1C(=O)/C(=C2\SC(N3CCCCC3)=NC2=O)c2ccccc21,i,-20,-1.4%,·,·,1.4%,·,·,3.8,2.3,3.0,16%,-0.072,0.023,0.32,-0.41,21%
Cc1cccc(NS(=O)(=O)c2ccccc2)n1,i,-71,-2.2%,0.6,1246,-0.2%,-3.1,1216,2.8,1.8,5.0,6%,-0.27,-0.26,0.46,0.26,4%
CN(C)S(=O)(=O)c1cccc(C(=O)OCC(=O)NCc2ccc3c(c2)OCO3)c1,i,0,-2.1%,-0.48,1281,1.0%,-4.9,1069,2.0,1.0,17,4%,-0.64,-0.33,-0.38,2.4,1%
CCOC(=O)N1CCN(C(=O)C2CCC(=O)N2C(C)C)CC1 (stereo unspecified),i,4,-0.2%,-0.52,1360,4.6%,-7.3,961,3.4,2.1,3.0,2%,1.5,-0.27,0.27,-0.38,-4%
COc1ccc(C(C)=O)cc1COC(=O)c1c(C)noc1C,i,8,-0.7%,-0.79,1004,0.1%,1.2,1099,2.0,1.6,6.1,1%,0.17,-0.17,0.26,0.059,0%
CC(=O)c1ccn(S(=O)(=O)c2ccccc2)c1,i,29,-1.8%,-0.07,1323,3.6%,6.9,516,2.2,2.2,5.1,-5%,0.78,-0.23,0.44,-1.1,-4%
c1cnc2ccc(C(c3nnnn3C3CCCC3)N3CCN4CCCC4C3)cc2c1 (stereo unspecified),i,-1,-1.0%,-0.02,1597,0.4%,-2.7,1359,1.4,1.1,3.6,?,0.058,-0.22,-0.77,-0.24,0%
CCCOc1ccccc1-n1sc2c(c1=S)-c1cc(OC)cc3c1N(C(=O)C3=O)C2(C)C,i,-1,-4.6%,·,·,0.3%,1.6,1066,1.5,1.5,7.3,16%,-0.18,0.85,0.31,0.067,12%
Cc1ccccc1NC(=O)CCn1c(=O)oc2ccccc21,i,12,-3.3%,0.11,1796,2.6%,-0.2,1108,3.6,1.4,5.2,1%,0.29,-0.23,0.32,1.2,-14%
CCOC(=O)C1(CC2CCCCO2)CCN(Cc2nc(-c3cccs3)oc2C)CC1 (stereo unspecified),i,4,-0.2%,0.08,1469,0.1%,-1.1,1017,2.4,2.5,8.1,6%,-1,-0.29,-0.38,0.98,0%
Cc1nc2nc(SCC(=O)c3cccc([N+](=O)[O-])c3)[nH]c2cc1Br,i,6,0.8%,-0.36,1679,1.1%,1.4,920,4.6,1.2,6.8,12%,-1.2,-0.25,-0.64,1,-5%
CC1(C)CC2CC(C)(CN2C(=O)CN2C(=O)c3ccccc3C2=O)C1 (stereo unspecified),i,-4,-0.3%,-0.02,1182,0.6%,·,·,3.6,2.8,6.4,11%,-0.09,-0.27,0.039,0.12,11%

# Only CSM14.1 death rescue and MT stabilize HCS, for two of the compounds above:
smiles | CSM14.1 death rescue | MT stabilize HCS
CN(C)S(=O)(=O)c1cccc(C(=O)OCC(=O)NCc2ccc3c(c2)OCO3)c1 | -2.1% | 2.0
CCOC(=O)N1CCN(C(=O)C2CCC(=O)N2C(C)C)CC1 (stereo unspecified) | -0.2% | 3.4

# Continued.
SMILES,Autophagy HCS,Autophagy HCS cell loss 18 h,CSM14.1 death rescue,Insulin prom up,Insulin prom up cell count,UTI89 phage lysis,b-catenin transl,b-catenin transl cell count 5 µM,MT stabilize HCS,MT stabilize HCS Hoechst-high %,MT stabilize HCS cytotoxicity %,M1AAP inhibition,Dynein cargo inh,Dynein cargo inh cytoplasmic EGFP,Dynein cargo inh nuclear GR-EGFP,Dynein cargo inh cell count,M17LAP inhibition
Clc1ccc(-c2nc3ccccc3nc2-c2ccccc2)cc1,i,3,5.8%,-0.29,1261,-0.5%[50 µM],-0.9,484,1.7,2.5,8.9,9%,-0.25,-0.23,-0.099,0.71,4%
CC(=O)Nc1cccc(NC(=S)Nc2cccc(Cl)c2Cl)c1,i,-3,-1.0%,0.18,1540,0.3%,0.8,1463,3.8,2.3,5.4,2%,-0.63,-0.29,-0.79,0.86,-1%
C/C(=N\NC(=S)NC(C)C)c1cccc([N+](=O)[O-])c1,i,14,0.7%,0.53,1277,2.6%[50 µM],·,·,3.3,1.7,2.8,3%,1.6,-0.3,0.67,-0.95,5%
C/C(CCC1CC(C)(C)OC1=O)=N\NC(N)=S (stereo unspecified),·,·,·,-0.11,1092,0.3%,1.5,1302,·,·,·,-1%,2.3,-0.2,1.2,-1.5,11%
CCOCCCNS(=O)(=O)c1ccc(NC(=O)c2ccccc2)cc1,i,6,4.5%,0.18,1152,0.4%[50 µM],-4.1,1225,2.5,1.8,4.9,0%,0.23,-0.2,0.35,-0.27,-9%
Cn1ncc(Cl)c1C(=O)Nc1sc2c(c1C(N)=O)CCC2,i,-7,3.7%,-0.51,1682,-0.3%,-0.6,1114,4.0,3.0,3.1,6%,-0.41,-0.058,-0.25,0.71,21%
NC(=O)C[C@@H]1NC(=O)c2cc([N+](=O)[O-])cc(F)c2NCCCC[C@@H](C(N)=O)NC(=O)[C@H](CO)NC1=O,i,26,-1.8%,0.01,754,·,-0.1,532,4.9,0.6,6.8,3%,0.66,-0.24,0.62,0.85,24%
Cc1cc(C)n(-c2nc3ccccc3c(=O)n2OCC(N)=O)n1,i,-1,-0.6%,-0.63,1678,8.9%,0.1,1224,4.5,1.0,8.1,-2%,-0.38,-0.21,-1,1.1,-6%
CCCC(=O)Nc1ccccc1-c1nnc(SC)[nH]c1=O,i,3,0.4%,-0.6,952,2.9%,·,·,6.6,2.4,4.1,13%,-0.41,-0.27,-0.096,0.19,24%
O=C(O)c1cc(-c2cccs2)nn1-c1ccc(F)cc1,i,-5,2.3%,0.31,1224,-1.6%,1.3,1077,3.5,1.6,5.6,6%,0.45,-0.28,0.28,0.017,22%
CC1CCCCN1S(=O)(=O)c1cn(C)c(=O)n(C)c1=O (stereo unspecified),i,6,-0.5%,0.19,1345,-0.8%,-1.1,1086,4.0,1.1,7.0,8%,2.5,-0.052,1.9,-1.9,3%
Cc1cccc(-c2cc3nc(C)cc(C)n3n2)c1,i,7,2.4%,0.01,1438,-0.5%,-1.3,1191,1.0,1.2,1.3,-8%,0.3,-0.15,0.059,-1.4,8%
Cc1cc(C(=O)NCCN2CCOCC2)ccc1[N+](=O)[O-],i,-14,-1.8%,0.04,1469,·,-0.8,1010,3.4,1.5,8.7,2%,0.049,-0.35,0.6,-0.044,6%
COc1ccc(C(=O)Nc2ccccc2C(=O)NC(C)C)cc1OC,i,11,-1.1%,1.3,714,4.1%,·,·,2.6,0.9,2.9,4%,-0.41,0.15,0.092,0.39,6%
Cc1ccc(Nc2nnc(SCC3CCCCO3)s2)cc1 (stereo unspecified),i,18,-3.3%,0.29,1543,0.2%[50 µM],0.4,1077,4.5,2.1,7.2,-1%,0.71,-0.27,0.49,-0.64,14%
COc1ccc(NC(=O)C(NC(=O)CC2NC(=O)NC2=O)c2ccccc2)cc1 (stereo unspecified),i,4,-3.5%,-0.15,1584,1.2%[50 µM],1.1,1053,3.9,0.8,0.8,2%,0.72,-0.24,0.51,-0.94,7%

# Rows are unselected (roughly 2.9% active in at least one column).
